Assay outcomes deposited in PubChem by several laboratories.
NOD2 inhibition: NOD2 signaling inhibitors, cell-based, luminescence, uHTS, HEK293 (AID 1566) | HEK293 NOD2/NF-kB luciferase reporter, luminescence; higher % means a stronger effect | one-dose inhibition, % at 4 µM; EC50 in µM for titrated hits | 290,000 tested, 0.63% active; note: many of its hits are not listed in these tables
NOD1 NF-kB reporter: inhibition of NOD1-driven NF-kB reporter – cell-based, luminescence, uHTS, primary screen (AID 1578). NOD1-driven NF-kB luciferase reporter cells, luminescence; higher % means a stronger effect. inhibition, % at 4 µM; hits with a dose series show EC50 in µM. 290,000 tested, 1% active; in the data active = inhibition mostly above about 36%, no sharp cut-off; inactive = mostly below about 34%;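 note: HEK-293T reporter cells stimulated with the NOD1 agonist gamma-tri-DAP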
GPR35 arrestin U2OS: inhibition of zaprinast-stimulated GPR35 beta-arrestin translocation – imaging, U2OS, beta-arrestin-GFP, zaprinast agonist, primary screen (AID 2058); inhibition, % at 10 µM, or IC50 in µM where a hit was titrated; U2OS GPR35 beta-arrestin-GFP translocation imaging, zaprinast antagonism; higher % means a stronger effect; 290,000 tested, 0.052% active;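 active = inhibition of at least 50% with at least 30 cells and total cytoplasm GFP at most 10,000,000; inconclusive = under 30 cells or total GFP of 10,000,000 plus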
GPR55 beta-arrestin: GPR55 agonists via beta-arrestin recruitment, primary screen, imaging, U2OS cells, beta-arrestin-GFP redistribution (AID 1961). U2OS GPR55 beta-arrestin-GFP redistribution imaging; higher % means a stronger effect. activation, % at 10 µM, or EC50 in µM where a hit was titrated. 290,000 tested, 0.048% active;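 active = activation above 40% with more than 50 cells counted in the well; inconclusive = wells holding fewer than 50 cells, flagged as toxic or sparse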;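 note: U2OS osteosarcoma cells stably expressing GPR55 and beta-arrestin-GFP; plate controls were DMSO negative control for no effect and LPI positive control for full effect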
HIV peptide binding: cell-free HIV fusion peptide-binding blockers – biochemical, uHTS, fluorescence dequenching, primary screen (AID 1986). cell-free peptide binding, fluorescence dequenching, 30 min; higher % means a stronger effect. inhibition, % at 20 µM; hits with a dose series show IC50 in µM. 290,000 tested, 0.3% active; in the data active = inhibition mostly above about 52%, no sharp cut-off; inactive = mostly below about 76%; note: some results filed as inactive read as strong as hits
KOR beta-arrestin-1: kappa opioid receptor activators – cell-based, luminescence, uHTS, primary screen (AID 1777) | KOR beta-arrestin recruitment, luminescence; higher % means a stronger effect | activation, % at 10 µM, or EC50 in µM where a hit was titrated | 280,000 tested, 0.02% active; in the data active = activation above about 50%, passing the limit was not always enough; note: a part of the inactive calls stands beside numbers as strong as those of hits
KOR beta-arrestin-2: kappa opioid receptor blockers – cell-based, luminescence, uHTS (AID 1778); 290,000 tested, 0.091% active; KOR beta-arrestin recruitment, luminescence, antagonist mode; higher % means a stronger effect; inhibition, % at 10 µM; hits with a dose series show IC50 in µM; note: strong numbers were not always called active
Myeloid diff 2: promotes myeloid progenitor differentiation; ER-HoxA9 myeloid progenitors, lysozyme-GFP differentiation, flow cytometry; calls only at 10 µM; 360,000 tested, 1% active; AID 624256;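 active = normalized GFP-positive differentiation at or above the plate's own cutoff, the solvent-only control mean plus 3 SD; inconclusive = no clear call, values can overlap the other calls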;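 note: cells exposed to compound for four days before flow analysis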
GPR55 antagonists: GPR55 antagonists blocking LPI-driven arrestin recruitment, primary screen, imaging, U2OS, beta-arrestin-GFP, LPI agonist (AID 2013) | U2OS GPR55 beta-arrestin-GFP translocation imaging, LPI antagonism; higher % means a stronger effect | inhibition, % at 10 µM, or IC50 in µM where a hit was titrated | 290,000 tested, 0.13% active;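 active = spots per cell inhibited over 60%, with over 100 cells counted and total cytoplasm intensity under 500,000; inconclusive = wells with under 100 cells, flagged as likely toxic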;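 note: U2OS cells stably carrying GPR55 and arrestin-GFP stimulated by 5 µM LPI near EC80; imaged beta-arrestin-GFP aggregate spots per cell after agonist stimulation; plate controls were LPI-stimulated DMSO wells for no effect and DMSO wells without LPI for full effect; some results filed as inactive read as strong as hits; confirmed hits need IC50 under 10 µM and bright autofluorescent wells are also inconclusive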
Myeloid diff 2 GFP+ MAC1+ %: further read-out of Myeloid diff 2, marked with its call; GFP+ MAC1+ double positive, %; measured here: differentiation confirmed by MAC1 staining
* = called active by the depositor; i = inactive; ? = inconclusive; nt = not tested or not shown; [ ] = another dose, or the depositor's remark. Cut-off read from the data, not from the text of the source, unless noted: active = inhibition above about 50%; inactive = the rest.

SMILES	NOD2 inhibition	NOD1 NF-kB reporter	GPR35 arrestin U2OS	GPR55 beta-arrestin	HIV peptide binding	KOR beta-arrestin-1	KOR beta-arrestin-2	Myeloid diff 2	Myeloid diff 2 GFP+ MAC1+ %	GPR55 antagonists
COc1ccccc1N(CC(=O)NC(C)(C)C)C(=O)Cn1nnc(-c2ccc(C)o2)n1	-14%	-11%	-1%	0.9%	-0.5%	4.8%	-10%	i	1.3	-14%
CC1(C)CC(=O)c2cc(OCC(=O)O)ccc2O1	10%	1%	6%	0.0%	58%	-4.7%	-2%	i	0.5	-3%
CC1(C)CC(=O)C(/C=N/n2cnc3ccccc3c2=O)=C(O)C1	14%	9%	2%	-0.2%	-1.5%	3.5%	27%	i	0.4	-2%
CCOC(=O)C1=C(N)OC2=C(C(=O)CC(C)(C)C2)C1c1cccs1 (centres undefined)	24%	-12%	-3%	0.6%	-1.4%	9.5%	27%	i	1.5	2%
COc1ccccc1OCc1ccc(C(=O)NCC(C)C)o1	6%	-28%	-12%	-0.8%	-0.5%	-3.8%	6%	i	0.1	-5%
Cc1cc(OCC(=O)N(C)Cc2ccccc2)ccc1Br	-14%	-80%	-9%	-0.2%	-0.2%	-2.6%	-9%[20 µM]	i	0.8	-4%
CCOC(=O)c1ccc(NC(=S)N(CCCN2CCCC2)Cc2ccco2)cc1	4%	-10%	7%	-0.3%	-0.1%	9.8%	26%	i	1.0	21%
C/C(=C\c1ccccc1)C(=O)c1c(C)cc(C)[nH]c1=O	1%	-3%	-9%	0.2%	1.0%	-0.8%	-12%	i	0.2	8%
O=C(NN1CC(C(=O)OCc2ccc(Br)cc2)CC1=O)c1ccccc1 (centres undefined)	15%	-26%	-3%	-0.1%	0.5%	0.3%	21%	i	1.2	23%
Cc1ccc(S(=O)(=O)Oc2ccccc2N2C(=O)C3C4CCC(C4)C3C2=O)cc1 (centres undefined)	-12%	16%	0%	-0.1%	1.6%	-3.2%	-8%	i	1.2	7%
CCOC(=O)Cn1c(N2CCOCC2)nc2c1c(=O)[nH]c(=O)n2C	9%	-7%	6%	-0.1%	-2.0%	1.3%	35%	i	1.0	1%
Cc1ccc(C(=O)Nc2ccccc2C(=O)NCc2ccco2)cc1S(=O)(=O)N1CCCCC1	6%	2%	-1%	-0.5%	3.8%	-2.8%	19%	i	0.5	11%
CCCCCC(=O)c1c(C)[nH]c(C(=O)OCC)c1C	4%	-14%	12%	0.2%	-0.3%	6.5%	16%	i	0.1	-16%
COc1cccc(N2C(=O)CN(Cc3ccccc3)C2=S)c1	-3%	-7%	-3%	0.0%	-3.0%	-1.8%	18%	i	0.5	2%
COc1cc(/C=C2/NC(=O)NC2=O)cc(Br)c1OCc1ccc(C(=O)O)cc1	7%	-24%	2%	-0.2%	7.4%	-7.9%	-22%	i	0.4	16%
CN1C(=O)C(C)(C)c2cc(S(=O)(=O)N3CCCC(C(=O)Nc4ccc(Cl)cc4)C3)ccc21 (centres undefined)	1%	-21%	-11%	-0.1%	0.5%	-1.1%	-25%[20 µM]	i	1.1	2%
Cc1ccc(N2C(=O)C3C4C=CC(CNC(=S)N5CCN(c6cccc(C)c6)C(C)C5)(O4)C3C2=O)cc1 (centres undefined)	-12%	-32%	2%	-0.4%	1.9%	-1.7%	20%	i	1.0	6%
CSc1ccc(CNC(C)(C)CO)cc1	-10%	22%	-20%	-0.1%	-0.2%	5.5%	-56%[20 µM]	i	0.0	-20%
CCOC(=O)c1ccc2c(c1)nc(COc1ccc3ccccc3c1)n2CC	16%	9%	8%	-0.1%	1.3%	-9.2%	-6%	i	4.4	2%
COC(=O)c1ccccc1NC(=O)N1c2ccccc2Sc2ccccc21	15%	-13%	11%	-0.3%	1.5%	1.7%	-9%	i	1.0	22%

Reprinted from the part before: seven entries, then new ones.
SMILES	NOD2 inhibition	NOD1 NF-kB reporter	GPR35 arrestin U2OS	GPR55 beta-arrestin	HIV peptide binding	KOR beta-arrestin-1	KOR beta-arrestin-2	Myeloid diff 2	Myeloid diff 2 GFP+ MAC1+ %	GPR55 antagonists
COc1cccc(N2C(=O)CN(Cc3ccccc3)C2=S)c1	-3%	-7%	-3%	0.0%	-3.0%	-1.8%	18%	i	0.5	2%
COc1cc(/C=C2/NC(=O)NC2=O)cc(Br)c1OCc1ccc(C(=O)O)cc1	7%	-24%	2%	-0.2%	7.4%	-7.9%	-22%	i	0.4	16%
CN1C(=O)C(C)(C)c2cc(S(=O)(=O)N3CCCC(C(=O)Nc4ccc(Cl)cc4)C3)ccc21 (centres undefined)	1%	-21%	-11%	-0.1%	0.5%	-1.1%	-25%[20 µM]	i	1.1	2%
Cc1ccc(N2C(=O)C3C4C=CC(CNC(=S)N5CCN(c6cccc(C)c6)C(C)C5)(O4)C3C2=O)cc1 (centres undefined)	-12%	-32%	2%	-0.4%	1.9%	-1.7%	20%	i	1.0	6%
CSc1ccc(CNC(C)(C)CO)cc1	-10%	22%	-20%	-0.1%	-0.2%	5.5%	-56%[20 µM]	i	0.0	-20%
CCOC(=O)c1ccc2c(c1)nc(COc1ccc3ccccc3c1)n2CC	16%	9%	8%	-0.1%	1.3%	-9.2%	-6%	i	4.4	2%
COC(=O)c1ccccc1NC(=O)N1c2ccccc2Sc2ccccc21	15%	-13%	11%	-0.3%	1.5%	1.7%	-9%	i	1.0	22%
CC(/C=N/NC(=O)c1ccncc1)=C\c1ccccc1	-14%	-6%	5%	0.2%	-0.7%	17%	-23%	i	2.7	-3%
O=C(OCC(=O)N1CCOCC1)C(c1ccccc1)c1ccccc1	12%	-13%	6%	-0.3%	-1.6%	-3.4%	11%	i	0.8	21%
CN(Cc1ccccc1F)C(=O)COc1ccc(C(=O)c2ccccc2)cc1	14%	-4%	-13%	0.0%	-1.7%	1.7%	-31%	i	0.4	-5%
COc1cc2c(cc1OC)C(c1ccc(Br)cc1)NC(=O)C2 (centres undefined)	19%	1%	1%	-0.1%	0.1%	-0.7%	-18%[20 µM]	i	1.3	9%
COc1ccc(-c2cc(C(=O)N3CC4(C)CC3CC(C)(C)C4)no2)cc1OC (centres undefined)	8%	-34%	-2%	-0.1%	0.7%	-1.5%	-17%	i	4.1	11%
Cc1nn2c(N)c(-c3ccccc3)cnc2c1-c1ccccc1	-55%	-52%	2%	-0.2%	0.1%	3.2%	2%	i	0.2	10%
NC(=O)c1nsc(C(=O)N(c2ccc3c(c2)OCCO3)C(C(=O)NCC2CCCO2)c2ccc(F)cc2)c1N (centres undefined)	12%	11%	20%	0.2%	-1.7%	-3.9%	-2%	i	0.3	-1%
CN(C)C(CNC(=S)Nc1ccc(Cl)cc1)c1cccnc1 (centres undefined)	1%	-25%	-4%	-0.3%	-0.1%	1.5%	-19%	i	0.2	9%
Oc1ccc(/C=N/Nc2ccnc3cc(Cl)ccc23)cc1O	9%	5%	6%	0.0%	-3.5%	-1.1%	-46%	i	0.2	5%
COc1ccccc1C1CCN(Cc2ccccc2Cl)CC1	-9%	2%	-4%	-0.1%	1.0%	-1.7%	8%	i	0.4	33%
CCCc1c(O)c2ccccc2[nH]c1=O	20%	-4%	16%	-0.1%	-0.3%	-3.7%	-8%	i	1.1	0%
O=C(OCc1ccccn1)c1ccc(COc2ccccc2Cl)o1	16%	-2%	-5%	-0.1%	1.6%	0.3%	8%	i	1.1	21%
O=c1cc(CSc2ccccn2)c2ccccc2[nH]1	7%	nt	13%	-0.1%	-0.9%	0.1%	-16%	i	0.4	1%
COc1cccc(Nc2ccc(-n3ccnc3)nn2)c1	-9%	-32%	2%	-0.3%	-0.9%	-3.6%	5%	i	0.1	11%
CCOC(=O)c1csc(NC(C)=O)n1	5%	2%	-14%	0.4%	-2.8%	-2.5%	-4%	i	0.6	-8%
CC(O)CNc1cnccn1 (centres undefined)	8%	-13%	16%	0.0%	-0.8%	-7.3%	8%	i	0.4	14%
COc1ccc(-n2nc(C(=O)NCC(=O)N3CCN(c4ccccc4)CC3)c3ccccc3c2=O)cc1OC	-3%	-31%	-6%	0.1%	-1.4%	-1.5%	-17%	i	0.6	-3%
Cc1cc(OCC(=O)NCC2CCC(C(=O)O)CC2)c2c(C)cc(=O)oc2c1 (centres undefined)	1%	-26%	6%	-0.2%	0.6%	0.3%	-16%[20 µM]	i	1.8	-6%
CC(C)(C)c1nnc(SCC(=O)c2ccccc2)n(N)c1=O	-9%	20%	0%	0.1%	-2.6%	0.7%	-34%	i	0.3	1%
COc1ccccc1Oc1ccc2c(c1)C(=O)N(c1ccc(O)cc1)C2=O	6%	3%	4%	-0.1%	-0.8%	-2.3%	20%	i	0.3	2%
COc1cccc(NC(=O)NC2CCCCCCC2)c1	-19%	-43%	7%	-0.1%	-0.6%	4.6%	-11%	?	nt	-14%
O=S(=O)(NCc1ccccn1)c1ccc(Cl)s1	18%	-12%	6%	0.2%	2.6%	-1.0%	-37%	i	0.7	10%
Cc1nn(CCCC(=O)NC2CCC(C)CC2)c(=O)c2nn(-c3ccccc3)c(C)c12 (centres undefined)	17%	-7%	18%	0.3%	0.8%	-0.5%	2%	i	1.8	22%
Cc1cc(NC(=O)CCC(=O)N(C(C(=O)NC(C)(C)C)c2ccccc2Cl)C(C)(C)C)no1 (centres undefined)	46%	-11%	-5%	0.0%	-0.6%	-1.1%	5%	i	1.6	9%

Entries of single compounds from above. Values in the order: NOD2 inhibition | NOD1 NF-kB reporter | GPR35 arrestin U2OS | GPR55 beta-arrestin | HIV peptide binding | KOR beta-arrestin-1 | KOR beta-arrestin-2 | Myeloid diff 2 | Myeloid diff 2 GFP+ MAC1+ % | GPR55 antagonists
CC1(C)CC(=O)C(/C=N/n2cnc3ccccc3c2=O)=C(O)C1 is entered as 14% | 9% | 2% | -0.2% | -1.5% | 3.5% | 27% | i | 0.4 | -2%
O=C(OCc1ccccn1)c1ccc(COc2ccccc2Cl)o1 is entered as 16% | -2% | -5% | -0.1% | 1.6% | 0.3% | 8% | i | 1.1 | 21%
CCOC(=O)c1csc(NC(C)=O)n1 is entered as 5% | 2% | -14% | 0.4% | -2.8% | -2.5% | -4% | i | 0.6 | -8%
CCOC(=O)C1=C(N)OC2=C(C(=O)CC(C)(C)C2)C1c1cccs1 (centres undefined) is entered as 24% | -12% | -3% | 0.6% | -1.4% | 9.5% | 27% | i | 1.5 | 2%

Only part of the results is shown (hit frequency here may not be typical).
